Assay outcomes: PubChem BioAssay, several laboratories
Rpn11 inh = inhibitors of human proteasome Rpn11; AID 588493; 0.59% of 360,000 active; O00487; calls only at 20 µM; human 26S proteasome, Ub4-pepOG fluorescence polarization; 20S core pre-blocked with epoxomicin;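 active = inhibition at 20 µM, scaled to each plate's controls, above about 33%, limit read from the data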
LMPTP block = blocks human LMPTP phosphatase; P24666; recombinant LMPTP-A, OMFP fluorogenic substrate, fluorescence intensity; inhibition, % at 20 µM; 0.22% of 360,000 active;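 active = compounds that cut the enzyme signal by at least half of the control window in the single-dose screen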;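 also: plate controls were DMSO wells with enzyme plus substrate for no effect and substrate without enzyme for full effect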
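Test system: LMPTP-A phosphatase enzyme. Amount: LMPTP-A at 0.625 nM final in the reaction. Reagent: OMFP substrate, 400 µM final. Times: 50 min at room temperature. Signal: endpoint fluorescence intensity from OMFP dephosphorylation. Read-out basis: % inhibition. Benchmarks: no-enzyme and uninhibited controls.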
Scp1 inh = blocks human Scp-1 phosphatase activity | Q9GZU7 | Recombinant Scp1, phosphopeptide, malachite green phosphate absorbance | inhibition, % at 20 µM | 0.88% of 340,000 active;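 active = inhibition above about 50% at 20 µM, limit read from the data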;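 also: plate controls were DMSO wells with enzyme for no effect and wells lacking enzyme for full effect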
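Material – SCP-1 phosphatase catalytic domain, residues 76-261 · Buffer or medium – Acidic Tris acetate buffer with magnesium and detergent · Also added – Phospho 17-mer peptide substrate · Compound – single 20 µM dose, 1% DMSO · Times – 45 min room-temperature reaction, 5 min colour, 30 min stabiliser · Technique – Phosphate-binding colour reagent, absorbance read at 630 nm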
NadD inh = NadD (S. aureus) enzyme inhibition; 0.78% of 360,000 active; purified NadD enzyme, colorimetric absorbance read-out; inhibition, % at 20 µM; in the data active = inhibition above about 26%; also: some compounds past the cut are filed as inactive
Rin1 Abl inh = human Rin1-Abl interaction inhibition. P00519+Q13671. TR-FRET Rin1/Abl binding, biochemical. inhibition, % at 7.35 µM. 0.4% of 360,000 active. AID 588664; in the data active = inhibition above about 5%, passing the limit was not always enough
DNMT1 block = blocks human DNA methyltransferase DNMT1 | P26358 | DNMT1 molecular beacon, Hinp1I cleavage, fluorescence | inhibition (reported as % activation of signal), % at 10 µM | 0.83% of 360,000 active | AID 588458; in the data active = inhibition above about 50%
STEP inh = blocks human striatal-enriched tyrosine phosphatase. inhibition, % at 20 µM. AID 588621. 0.25% of 360,000 active. recombinant STEP, OMFP fluorogenic substrate, fluorescence;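 active = inhibition at 20 µM, scaled per plate between control wells, above about 37%, limit read from the data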;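 also: 0% = DMSO with enzyme and substrate and 100% = substrate only without enzyme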
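Test system: STEP tyrosine phosphatase / Reagent: OMFP at 25 µM / Doses: 20 µM, 1% DMSO / Read-out: percent inhibition scaled to no-enzyme and uninhibited-enzyme controls, plate-pattern corrected / Detection: FITC-channel fluorescence of OMFP product / Medium: Bis-Tris buffer pH 6.0, 2.5 mM DTT, 0.005% Tween 20 / Schedule: 20 min at room temperature, dark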
Neddyl block = blocks human cullin neddylation; TR-FRET cullin neddylation, biochemical; calls only at 25 µM; 0.58% of 360,000 active; in the data active = inhibition above about 36%
Target sequence (P61081 whole entry, looked up): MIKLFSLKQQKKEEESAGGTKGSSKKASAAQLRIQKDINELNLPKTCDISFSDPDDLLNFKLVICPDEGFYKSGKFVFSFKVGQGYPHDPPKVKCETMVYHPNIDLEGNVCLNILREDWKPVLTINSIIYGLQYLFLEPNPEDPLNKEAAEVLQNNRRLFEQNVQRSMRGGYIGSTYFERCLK
Target sequence (Q13564 whole entry, looked up): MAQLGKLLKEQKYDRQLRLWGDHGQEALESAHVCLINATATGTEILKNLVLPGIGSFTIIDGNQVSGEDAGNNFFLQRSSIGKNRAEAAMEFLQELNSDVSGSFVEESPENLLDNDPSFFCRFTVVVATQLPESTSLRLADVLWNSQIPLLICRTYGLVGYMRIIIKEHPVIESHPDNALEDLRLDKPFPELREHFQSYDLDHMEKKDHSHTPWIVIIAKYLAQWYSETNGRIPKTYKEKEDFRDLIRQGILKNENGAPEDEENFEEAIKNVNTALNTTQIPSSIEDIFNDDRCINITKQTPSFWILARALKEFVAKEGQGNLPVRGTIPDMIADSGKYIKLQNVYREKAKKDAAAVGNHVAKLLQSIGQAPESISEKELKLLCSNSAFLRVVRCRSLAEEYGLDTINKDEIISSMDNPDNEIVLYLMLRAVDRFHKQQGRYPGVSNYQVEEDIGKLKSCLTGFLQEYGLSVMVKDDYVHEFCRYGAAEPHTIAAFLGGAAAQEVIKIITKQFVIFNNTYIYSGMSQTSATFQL
CSN deneddyl inh = CSN deneddylation inhibition | AID 651999 | Purified CSN, SCF-Nedd8-OG deneddylation, fluorescence polarization | 0.38% of 360,000 active | inhibition, % at 12.5 µM | Q92905;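 active = pattern-corrected inhibition above about 35%, with an unprinted fluorescence ratio check between 0.5 and 1.5, limit read from the data, passing the limit was not always enough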;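 also: 0% = enzyme with substrate and 100% = substrate without enzyme; some results filed as inactive read as strong as hits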
Target sequence (Q92905 whole entry, looked up, one chain of several): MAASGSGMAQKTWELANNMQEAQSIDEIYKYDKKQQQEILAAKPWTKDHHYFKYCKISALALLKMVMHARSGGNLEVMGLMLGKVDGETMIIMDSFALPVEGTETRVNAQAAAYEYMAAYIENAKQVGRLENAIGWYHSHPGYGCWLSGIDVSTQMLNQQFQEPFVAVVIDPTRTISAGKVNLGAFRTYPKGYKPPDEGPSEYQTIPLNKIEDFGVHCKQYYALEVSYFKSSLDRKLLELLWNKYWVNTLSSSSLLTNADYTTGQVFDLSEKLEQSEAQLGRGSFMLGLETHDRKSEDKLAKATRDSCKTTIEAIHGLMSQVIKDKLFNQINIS
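Assay system: purified human Csn5 enzyme expressed in HEK293T cells; Input: 0.24 nM Csn5 enzyme, final concentration; Reagent: 10 nM SCFSkp2-Nedd8OG; Compound dosing: 12.5 µM single point; Times: reaction 90 min, room temperature; Technique: fluorescence polarization readout.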
SUMO1 PPI mod = modulators of human SUMO1-mediated protein-protein interactions. P63165. inhibition, % at 20 µM. AID 602429. 0.33% of 360,000 active. SUMO1 binding to a labelled peptide, TR-FRET, 1 h; in the data active = inhibition above about 37%
* hit, by the source's call; i = inactive; nt = not tested or not shown; + = active, no number.

The opening 5 compounds, to show the layout:
SMILES	Rpn11 inh	LMPTP block	Scp1 inh	NadD inh	Rin1 Abl inh	DNMT1 block	STEP inh	Neddyl block	CSN deneddyl inh	SUMO1 PPI mod
O=C(NCCOc1ccccc1)c1ccc2c(c1)OCO2	i	-2.1	-8	0	1	2	1	i	-1	-1
Cc1c(C)n(C(=O)CSc2nncn2C)c2ccccc12	i	-0.2	6	6	3	0	1	i	-1	1
COc1cccc(NC(=O)CN(C)C(=O)c2cc3c(s2)CCC(C)C3)c1 (centres undefined)	i	-9.6	-9	1	-1	-5	-2	i	-1	-33
COc1ccc2cc(-c3csc(-c4cccnc4)n3)ccc2c1	+	0.6	4	5	3	37	-1	i	21	-2
CCn1cc(C(=O)NCCCOC(C)C)c(=O)c2cc(S(=O)(=O)N3CCCC3)ccc21	i	0.2	6	-4	8	2	-6	i	5	-1

Main list, from the start:
SMILES	Rpn11 inh	LMPTP block	Scp1 inh	NadD inh	Rin1 Abl inh	DNMT1 block	STEP inh	Neddyl block	CSN deneddyl inh	SUMO1 PPI mod
O=C(NCCOc1ccccc1)c1ccc2c(c1)OCO2	i	-2.1	-8	0	1	2	1	i	-1	-1
Cc1c(C)n(C(=O)CSc2nncn2C)c2ccccc12	i	-0.2	6	6	3	0	1	i	-1	1
COc1cccc(NC(=O)CN(C)C(=O)c2cc3c(s2)CCC(C)C3)c1 (centres undefined)	i	-9.6	-9	1	-1	-5	-2	i	-1	-33
COc1ccc2cc(-c3csc(-c4cccnc4)n3)ccc2c1	+	0.6	4	5	3	37	-1	i	21	-2
CCn1cc(C(=O)NCCCOC(C)C)c(=O)c2cc(S(=O)(=O)N3CCCC3)ccc21	i	0.2	6	-4	8	2	-6	i	5	-1
O=C(Nc1cccc(C(F)(F)F)c1)OCCN1CCN(Cc2ccccc2)CCC1=O	i	1.4	-6	-4	1	12	-3	i	-2	8
O=C1c2ccc3c4c(ccc(c24)C(=O)N1c1ccc(O)cc1)C(=O)N(c1ccc(O)cc1)C3=O	i	4.6	3	-1	3	13	0	i	3	88*
O=C(CN1CCN(C(=O)c2ccco2)CC1)Nc1cccc([N+](=O)[O-])c1	i	-1.4	0	0	2	3	3	i	-2	-20
C=CCNC(=O)C(=O)N/N=C/c1ccco1	i	-1.9	-2	-5	1	0	-1	i	-5	0
CC(=O)c1c(C)oc2ccc(N(C(=O)c3ccncc3)S(=O)(=O)c3ccccc3)cc12	i	-0.5	0	-2	6	-1	-2	i	-5	-2
Cc1nn(C(C)C(=O)NC2CCC(C)CC2)c(=O)c2nn(-c3ccccc3)c(C)c12 (centres undefined)	i	-0.6	0	0	1	4	3	i	-2	-3
COC(=O)c1ccc(-c2ccco2)n1Cc1nc(-c2ccc(OC)c(OC)c2)oc1C	i	2.1	-12	-2	2	-3	3	i	4	3
O=[N+]([O-])c1cccnc1Sc1ccc(Br)cc1	i	2.8	-11	0	4	2	6	i	0	-27
O=C(NNC(=O)c1cccc(S(=O)(=O)Nc2ccc(Cl)cc2)c1)c1ccc(=O)[nH]c1	i	-0.2	-3	2	-2	-1	0	i	-6	5
CCOCCCNC(=O)C(NC(=O)Cc1cccs1)c1ccc(OC)cc1 (centres undefined)	i	-0.3	-1	1	-1	4	-2	i	-2	3
CN(C)c1nc2c(N)ncnc2n1[C@H]1O[C@@H](CO)[C@H](O)[C@@H]1O	i	-0.6	-2	2	3	1	0	i	4	3
Cc1ccc([C@H]2C[C@H](O)[C@@H](n3cc(COC(=O)c4ccccc4)nn3)CN2C(=O)c2cccs2)cc1	i	2.8	nt	-3	-2	1	0	i	4	-1
CCCCn1c(N)c(N(CCC(C)C)C(=O)c2ccc(C)c(S(=O)(=O)N3CCOCC3)c2)c(=O)[nH]c1=O	i	-1.2	-7	1	-4	4	0	i	-3	3
COc1ccc(CC(=O)Nc2sccc2C#N)cc1S(=O)(=O)N1CCOCC1	i	1.1	0	-1	1	0	2	i	0	15
CCS(=O)(=O)N1CCC(C(=O)NCc2ccc(OC)cc2)CC1	i	-1.4	-2	9	5	3	-4	i	-6	2
Cc1cccc(NC(=O)CNCC(=O)Nc2cccc(C)c2C)c1C	i	0.1	-19	2	0	-1	1	i	1	0
CN(C)S(=O)(=O)c1ccc(C(=O)OC2CCOC2=O)cc1 (centres undefined)	i	-0.1	-1	-1	6.9*	0	0	i	0	3
Cc1ccc(S(=O)(=O)CCC(=O)OCC(=O)NCCc2ccc(S(N)(=O)=O)cc2)cc1	i	-0.3	-5	0	3	-1	2	i	0	1
COC(=O)C1CC(c2ccc(Cl)cc2)=NO1 (centres undefined)	i	0.3	-13	1	-1	0	-2	i	-2	2

3 entries picked at random from those above:
SMILES	Rpn11 inh	LMPTP block	Scp1 inh	NadD inh	Rin1 Abl inh	DNMT1 block	STEP inh	Neddyl block	CSN deneddyl inh	SUMO1 PPI mod
O=C(NNC(=O)c1cccc(S(=O)(=O)Nc2ccc(Cl)cc2)c1)c1ccc(=O)[nH]c1	i	-0.2	-3	2	-2	-1	0	i	-6	5
CCOCCCNC(=O)C(NC(=O)Cc1cccs1)c1ccc(OC)cc1 (centres undefined)	i	-0.3	-1	1	-1	4	-2	i	-2	3
Cc1ccc([C@H]2C[C@H](O)[C@@H](n3cc(COC(=O)c4ccccc4)nn3)CN2C(=O)c2cccs2)cc1	i	2.8	nt	-3	-2	1	0	i	4	-1

New compounds follow
SMILES	Rpn11 inh	LMPTP block	Scp1 inh	NadD inh	Rin1 Abl inh	DNMT1 block	STEP inh	Neddyl block	CSN deneddyl inh	SUMO1 PPI mod
CCCCCC(=O)NC(Cc1ccc(OC)c([N+](=O)[O-])c1)C(=O)O (centres undefined)	i	-1.9	-1	-1	2	1	-1	i	0	-7
O=C(CN1CCN(S(=O)(=O)c2ccc3c(c2)OCCCO3)CC1)N1CCc2ccccc21	i	1.7	nt	4	-2	-8	0	i	-3	2
CCCCN(C)C(=O)c1ccc2c(c1)N(CC)C(=O)c1ccccc1S2=O (centres undefined)	i	-1.0	-5	1	3	-1	-3	i	-1	1
CC(=O)Nc1ccc(S(=O)(=O)N(C)c2ccc(OCC(=O)OCC(=O)Nc3ccc(OC(F)F)cc3)cc2)cc1	i	0.7	22	-10	3	-7	1	i	2	-1
Cn1nnnc1SCc1nc2ccccc2[nH]1	i	-2.6	-4	-2	0	2	-3	i	-1	0
C/C(=N\NC(=O)CNC(=O)C(c1ccccc1)c1ccccc1)c1ccccc1	i	-1.0	-5	5	-2	21	-2	i	-9	4
CCOc1ccc(NC(=O)C2C3CC/C=C\CCC32)cc1 (centres undefined)	i	-1.3	-7	-6	1	19	0	i	-6	8
COc1ccccc1N1CCN(C(=O)COc2ccc(C)cc2Br)CC1	i	0.5	-13	-9	-2	2	3	i	-6	-3
Cc1cc(C)cc(Oc2ccccc2/C=N\O)c1	i	1.7	0	-5	0	-1	1	i	3	-3
COc1ccc(-c2csc3ncnc(N4CCN(S(=O)(=O)c5cccc(Br)c5)CC4)c23)cc1	i	2.2	13	31*	3	-3	3	i	2	-13
CN(C)c1ccnc(Oc2ccc(Cl)cc2)c1C#N	i	0.9	-5	-4	3	5	-1	i	-3	-5
CCCCCCCCCCC(C(=O)O)C1(C(=O)O)CCC(=O)O1 (centres undefined)	i	-0.3	nt	5	-3	-1	0	i	3	2
Cc1onc(-c2c(F)cccc2Cl)c1C(=O)NCc1ccc2c(c1)OCO2	i	0.4	-12	-6	1	4	4	i	0	1
CCC1(c2ccccc2)NC(=O)N(Cc2ccc(C(=O)OC)cc2)C1=O (centres undefined)	i	-3.5	-9	1	-4	0	1	i	-2	12
CN(CC(=O)Nc1ccc(F)cc1)C(=O)c1cn(-c2ccccc2)nc1-c1cccs1	i	0.9	-11	-4	-2	-4	-2	i	-2	6
O=C(CSc1nc(-c2ccccc2)cs1)NCc1ccco1	i	0.7	-10	-2	-3	-4	0	i	1	0
O=C(NC(CCl)c1ccccc1)c1ccc(Cl)cc1 (centres undefined)	i	-0.8	-3	-10	-1	0	0	i	7	1
O=C(Nc1cccc2c1CCCC2)c1ccncc1	i	-0.9	-2	-3	-3	7	-2	i	-1	3
O=C1CC2(CCN(C(=O)c3ccccc3Cl)CC2)Oc2ccccc21	i	-0.2	-5	-4	4	-2	0	i	0	5
FC(F)(F)c1ccc(-c2cccc3c2C2CC3CCN2C(=S)NCCc2ccccc2)cc1 (centres undefined)	i	3.3	nt	-5	1	3	2	i	-7	2
C=CCN1C(=O)C2(c3ccccc31)C1CCCC=C1C(C#N)=C(N)C2(C#N)C#N (centres undefined)	i	1.4	0	2	-6	-12	-2	i	2	-3
C[C@@H]1CN([C@@H](C)CO)C(=O)CCCn2nncc2CO[C@H]1CN(C)S(=O)(=O)c1ccc2c(c1)OCCCO2	i	-3.7	nt	-3	3	0	-4	i	-9	-3
CC(C)(C)NC(=O)NC(=O)COC(=O)Cc1ccc(Cl)cc1Cl	i	0.6	9	-10	-2	0	-3	i	7	4
CC1=C(C(=O)Nc2cccc(C(=O)NC3CCCCC3C)c2)SCCO1 (centres undefined)	i	0.8	-4	-1	-4	1	1	i	0	3
C[C@H]1NC(=O)[C@]2(C)[C@@H](c3ccccc3)[C@H]3COc4ccccc4[C@H]3N2C1=O	i	-1.3	10	-1	2	0	-1	i	-6	0
Cn1cnc(S(=O)(=O)Nc2ccccc2C(=O)NCC2CC2)c1	i	-2.2	3	-2	1	2	3	i	4	2
Cc1ccc(S(=O)(=O)Nc2cc(NC(=O)CN3CCOCC3)ccc2Cl)cc1	i	-1.1	1	-3	2	-1	1	i	-3	2
Cc1ccccc1CNC(=O)CN1C(=O)c2ccccc2S1(=O)=O	i	-0.3	2	3	-2	-2	0	i	1	-1
COc1ccc([N+](=O)[O-])cc1N(CC(O)CN(C)C)S(=O)(=O)c1ccccc1 (centres undefined)	i	-0.4	-10	-9	1	-4	0	i	3	-6
CCC(=O)Nc1nnc(/C=C/c2ccccc2)s1	i	1.0	-13	-3	-4	2	0	+	0	-28
Cc1cc2nc(-c3ccc(F)cc3)c(CC(C)(C)C)n2c(C)c1Br	i	2.2	nt	15	2	15	-1	i	3	1
CC(Cc1cccs1)NC(=O)Nc1ccc(Cl)c(Cl)c1 (centres undefined)	i	1.6	-3	0	0	-6	1	i	-1	-2
Cc1ccc(-c2n[nH]c(S(C)(=O)=O)c2C#N)cc1	i	-3.8	-5	-3	2	2	-2	i	-1	3
COc1cccc(-n2c(CN3CCN(c4ccccn4)CC3)nc3ccc([N+](=O)[O-])cc3c2=O)c1	i	1.3	-3	0	-5	0	1	i	4	-44
Cc1ccc(C)c(N2CCN(C(=O)c3ccc(CS(=O)Cc4cccc(Cl)c4)o3)CC2)c1 (centres undefined)	i	1.5	-5	-3	6	-3	6	i	2	0
CCOC(=O)c1cccc(NC(=O)CN2C(=O)C3CC=CCC3C2=O)c1 (centres undefined)	i	-1.0	-9	-3	-2	-2	5	i	0	6
